Screens as filed in PubChem.
VEEV TC-83 Vero = inhibitors of VEEV TC-83 cytopathic effect, confirmation, Vero cells (AID 588727); Vero cells, VEEV TC-83 cytopathic effect inhibition; higher % means a stronger effect; inhibition, % at 20 µM, or IC50 in µM where a hit was titrated; 350,000 compounds, 0.13% hits; in the data active = a potency from the dose series; inconclusive = inhibition mostly from about 14% at the one dose, without a potency; inactive = the rest, 99 in 100 with inhibition below about 12%; note: strong numbers were not always called active
Salmonella PhoP GFP = PhoP regulon inhibitors, Salmonella typhi PhoP promoter GFP reporter, confirmatory (AID 1850); Salmonella Typhi PhoP-promoter GFP reporter, fluorescence, 4 h; higher % means a stronger effect; inhibition, % at 50 µM; hits with a dose series show IC50 in µM; 310,000 compounds, 0.33% hits; in the data active = a potency from the dose series; inconclusive = inhibition mostly from about 25% at the one dose, without a potency; inactive = the rest, 99 in 100 with inhibition below about 19%;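 note: 0% = induced wells with vehicle and 100% = uninduced wells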
H37Rv inhibition = M. tuberculosis growth inhibition, HTS (AID 449762) | one-dose inhibition, % at 25 µM; IC50 in µM for titrated hits | 330,000 compounds, 0.59% hits | M. tuberculosis H37Rv growth inhibition, 7H9 media; higher % means a stronger effect; in the data active = a potency from the dose series; inconclusive = inhibition above about 70% without an active follow-up result;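 note: bacterial growth assessed after seven days of incubation; strong numbers were not always called active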
tuberculosis growth = growth inhibition of non-replicating M. tuberculosis (AID 488890). Mycobacterium tuberculosis non-replicating, growth inhibition; higher % means a stronger effect. one-dose inhibition, % at 25 µM; IC50 in µM for titrated hits. 320,000 compounds, 0.39% hits; in the data active = a potency from the dose series; inconclusive = inhibition mostly from about 82% at the one dose, without a potency; inactive = the rest, 99 in 100 with inhibition below about 76%;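 note: plate controls were DMSO cells for no effect and high antibiotic wells for full effect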
H1N1 NS1A inhibition = NS1A inhibition, H1N1 influenza, cell based functional assay (AID 504329); NS1A functional cell-based assay, percent inhibition; higher % means a stronger effect; inhibition, % at 12.5 µM; hits with a dose series show IC50 in µM; 340,000 compounds, 0.3% hits; in the data active = a potency from the dose series; inconclusive = inhibition above about 27% without an active follow-up result; note: strong numbers were not always called active
VEEV TC-83 Vero 10K pilot screen = also measured in VEEV TC-83 Vero; calls as there; inhibition, %; measured here: 10K pilot screen inhibition
Numbers without * were called inactive; i = inactive; ? = inconclusive; · = not tested or not shown.

SMILES	VEEV TC-83 Vero	Salmonella PhoP GFP	H37Rv inhibition	tuberculosis growth	H1N1 NS1A inhibition	others
COc1ccc(C2Nc3ccccc3C(=O)N2Cc2ccccc2)cc1Cn1nnc2ccccc21 (stereo not given)	7.7%	-6%	3%	67%	6%
COc1cc([N+](=O)[O-])ccc1NC(=O)Oc1ccc(NC(C)=O)cc1	i	-6%	-4%	-16%	3%
CCOC(=O)C1=CN(Cc2cccc(F)c2)S(=O)(=O)NC1CCc1ccccc1 (stereo not given)	0.7%	·	·	·	-2%
Cc1cc(CSc2ccc(Cl)cc2)ccc1N	4.9%	·	·	·	-20%
CN1C(=O)C(O)(c2sc(N)nc2-c2ccccc2)c2ccccc21 (stereo not given)	2.3%	9%	1%	-12%	5%	VEEV TC-83 Vero 10K pilot screen=1.1
CCN1C(=O)[C@H]2[C@@H](c3ccc(-c4ccccc4)cc3)N[C@@](CC(C)C)(C(=O)OC)[C@H]2C1=O	0.2%	3%	3%	6%	-24%
CCN(CC)S(=O)(=O)c1ccc2[nH]c(=O)cc(C(=O)Nc3ccccc3N3CCCC3)c2c1	7.3%	2%	3%	12%	13%
O=C(CCN1C(=O)C2CC=C(Cl)CC2C1=O)Nc1ccccc1O (stereo not given)	2.9%	2%	-6%	-2%	11%
O=c1[nH]n2c(=O)c3c([nH]c2c1N=Nc1cccc(Cl)c1)CCC3	0.1%	3%	48%	59%	>100µM*
CN(Cc1ccccc1)S(=O)(=O)c1ccc(OCC(=O)NCc2ccccn2)cc1	7.1%	4%	5%	10%	5%
COc1ccc(C(=O)NC2CCN(CC(=O)NCc3ccccc3F)CC2)cc1	0.7%	8%	0%	-14%	-7%
COc1cccc(Nc2nc3ccc(C(=O)c4ccccc4)cc3n3cnnc23)c1	6.6%	5%	-2%	-7%	11%

Structures listed so far that contain a halogen (5):
SMILES	VEEV TC-83 Vero	Salmonella PhoP GFP	H37Rv inhibition	tuberculosis growth	H1N1 NS1A inhibition	others
CCOC(=O)C1=CN(Cc2cccc(F)c2)S(=O)(=O)NC1CCc1ccccc1 (stereo not given)	0.7%	·	·	·	-2%
Cc1cc(CSc2ccc(Cl)cc2)ccc1N	4.9%	·	·	·	-20%
O=C(CCN1C(=O)C2CC=C(Cl)CC2C1=O)Nc1ccccc1O (stereo not given)	2.9%	2%	-6%	-2%	11%
O=c1[nH]n2c(=O)c3c([nH]c2c1N=Nc1cccc(Cl)c1)CCC3	0.1%	3%	48%	59%	>100µM*
COc1ccc(C(=O)NC2CCN(CC(=O)NCc3ccccc3F)CC2)cc1	0.7%	8%	0%	-14%	-7%

The listing picks up, starting two compounds before the break.
SMILES	VEEV TC-83 Vero	Salmonella PhoP GFP	H37Rv inhibition	tuberculosis growth	H1N1 NS1A inhibition	others
COc1ccc(C(=O)NC2CCN(CC(=O)NCc3ccccc3F)CC2)cc1	0.7%	8%	0%	-14%	-7%
COc1cccc(Nc2nc3ccc(C(=O)c4ccccc4)cc3n3cnnc23)c1	6.6%	5%	-2%	-7%	11%
CCN(c1ccccc1)S(=O)(=O)c1ccc(OC)c(NC(=O)CNCC(C)O)c1 (stereo not given)	1.9%	-6%	-2%	29%	0%
CC1Nc2nc(NC(=O)C(C)(C)C)[nH]c(=O)c2N(C)C1C (stereo not given)	0.8%	-6%	-17%	-7%	-8%
CC1CCC2(CC1)NC(=O)N(Cc1nnc(-c3cccs3)o1)C2=O (stereo not given)	1.0%	-2%	-7%	-10%	-2%
Cc1noc(C)c1C(=O)N1CCN(Cc2ccc3c(c2)OCO3)CC1	3.2%	0%	-12%	-9%	1%
COc1ccc(C(=O)NNC(=O)C2CCN(S(=O)(=O)c3ccc(C)cc3)CC2)cc1	1.3%	2%	-5%	0%	-5%
COc1ccc(N=C2NN=C(c3ccc4c(c3)OCCO4)CS2)cc1	1.2%	8%	1%	33%	-19%
CC(=O)N1c2ccc(S(=O)(=O)N3CCC(C(=O)N4CCN(c5ccccc5F)CC4)CC3)cc2CC1C (stereo not given)	2.3%	-28%	10%	17%	9%
CC(C)CN1C(=O)c2ccc(C(=O)Nc3ccc(O)cc3C(=O)O)cc2C1=O	1.9%	-4%	2%	-12%	-2%
CSc1nsc(/C=C/Nc2ccc(C)c(C)c2)c1C#N	1.9%	-7%	?	37%	8%
CCOC(=O)c1[nH]cnc1C(=O)NC1CCCCC1	3.0%	-13%	3%	35%	2%
COc1cc(/C=N/NC(=O)c2nnn(-c3nonc3N)c2-c2cccs2)ccc1O	1.9%	6%	10%	24%	5%
CCCn1c(NC(=O)c2ccc(F)cc2)nc2ccccc21	0.7%	-1%	26%	?	-7%
COc1cc(/C=N/NC(=O)CN2CCCCC2)ccc1OCc1ccc(Br)cc1	6.1%	-4%	30%	60%	0%
CC1=C(C(=O)Nc2cc(C)ccn2)C(c2cnn(C)c2)C2=C(CC(c3ccccc3)CC2=O)N1 (stereo not given)	0.2%	-7%	-6%	29%	-6%
COCCn1c(SCC(=O)NC2CCCCC2C)nc2ccccc2c1=O (stereo not given)	1.4%	5%	-3%	1%	8%
Cc1onc(-c2c(F)cccc2Cl)c1C(=O)Nc1cccc(S(=O)(=O)NC2=NCCC2)c1	12%	4%	-9%	-15%	0%
O=C(NNC(=O)c1cc(Br)ccc1Cl)c1csc(N2CCOCC2)n1	4.4%	-11%	0%	-4%	-9%
COc1ccccc1/C=N/NC(=O)c1nnn(-c2nonc2N)c1-c1ccccc1	2.7%	-3%	-17%	4%	-11%
COc1ccc(-c2nc(CS(=O)CC(=O)NC3CCCCC3C)c(C)o2)cc1 (stereo not given)	1.2%	3%	7%	3%	3%
CCCOc1ccc(-c2nn(-c3ccccc3)cc2/C=C2\SC(N)=NC2=O)cc1	0.8%	-12%	13%	9%	-6%
CCOC(=O)C1CCN(C(=O)CSc2nc3ncccc3[nH]2)CC1	0.9%	7%	11%	5%	5%
CCOC(=O)c1ccccc1NC(=O)CN1C(=O)NC(C)(CCc2ccccc2)C1=O (stereo not given)	7.4%	1%	-2%	10%	-3%
CC(=O)N1CCC(=NNc2ccnc3cc(Cl)ccc23)CC1	1.2%	1%	-2%	3%	6%
CSCC[C@H](NC(=O)c1ccc(Cl)c([N+](=O)[O-])c1)c1nc2ccccc2[nH]1	1.2%	-3%	-2%	38%	46%
N#C/C(=C\c1ccc(C#N)cc1)C(=O)N1CCCC1	1.9%	5%	-3%	-14%	-3%
COc1ccc(N2CCN(C(=O)CCNS(=O)(=O)c3ccc(C)cc3)CC2)cc1	i	-2%	-2%	-3%	-4%
O=C(CP(=O)(c1ccccc1)c1ccccc1)Nc1cccc(CP(=O)(c2ccccc2)c2ccccc2)c1	7.4%	12%	-2%	48%	4%
C#CCOCCOCCOCCNc1nc(N2CCN(C(=O)Cn3cc(CCCCN)nn3)CC2)nc(N2CCN(C(=O)Cn3cc(CC(C)O)nn3)CC2)n1 (stereo not given)	5.4%	5%	2%	-8%	-1%	VEEV TC-83 Vero 10K pilot screen=0.0
Cn1c(=O)c2c(nc(NNC(=O)C(F)(F)F)n2C)n(C)c1=O	1.2%	0%	-7%	0%	10%
COc1ccc(CC2(CCc3ccncc3)C(=O)NC(=O)NC2=O)cc1OC	i	-3%	1%	29%	0%
COc1ccc(CC(=O)Nc2ccc(-c3nnc(-c4ccccc4)o3)cc2)cc1OC	1.3%	3%	5%	-10%	-19%
O=S(=O)(Nc1ccc2c(c1)oc1ccccc12)N1CCCC1	i	2%	14%	41%	3%
C/C(N)=C(/C#N)C(=O)COC(=O)c1cc(-c2ccc(C)cc2)nc2ccccc12	0.4%	-2%	8%	45%	-6%
CCc1cccc(C)c1NC(=O)COC(=O)Cn1c(C)csc1=O	i	-7%	4%	-9%	4%
COc1cccc(C(=O)NCCCNC(=O)c2cccc(OC)c2)c1	0.9%	-8%	1%	-1%	-15%
N/C(=N\OC(=O)c1ccco1)c1ccc(Cl)cc1	1.3%	-5%	4%	73%	-4%
COc1ccc(OC2C(=O)N(Cc3ccc(F)cc3)C2c2ccc(OC)c(OC)c2)cc1 (stereo not given)	i	-1%	1%	13%	6%
O=C(Cn1cc([N+](=O)[O-])cn1)NCc1ccccc1	i	-8%	-6%	-10%	-4%
CCOC(=O)N1CCC(N(CCN(C)C)C(=S)Nc2cc(Cl)ccc2C)CC1	1.4%	1%	3%	11%	12%
O=C(Nc1ccc(Cl)cn1)c1ccc(-c2ccc(Cl)c(Cl)c2)o1	i	0%	2%	4%	-1%
O=C(Nc1nc2cc3c(cc2s1)OCO3)C1CC1	i	-9%	0%	-4%	-5%
O=C(CSc1ccc(-c2cccnc2)nn1)N1CCCCCC1	1.5%	2%	-2%	1%	7%
COc1ccc2c(c1)OC[C@H]1[C@H]2N2C(=O)c3cc(Cl)ccc3NC(=O)[C@@]2(C)[C@H]1c1ccccc1	0.9%	0%	?	?	2%	VEEV TC-83 Vero 10K pilot screen=1.8
COc1ccc(CN2C(=O)c3ccccc3C(/C=N\OCc3ccc(F)cc3)C2=O)cc1 (stereo not given)	0.9%	-6%	-2%	-4%	-2%
COC(=O)Nc1ccc(S(=O)(=O)Nc2cc(C(F)(F)F)c[nH]c2=O)cc1	1.9%	10%	-7%	27%	-14%
COC(=O)Cn1ncn2cccc2c1=O	1.8%	8%	-3%	-10%	-47%
O=C(COc1ccc(Cl)cc1Cl)N/N=C/c1ccc(OC2OC(CO)C(O)C(O)C2O)cc1 (stereo not given)	0.2%	12%	-2%	-12%	-4%
Clc1ccc2nc(-c3ccccc3)c(CN3CCOCC3)n2c1	0.8%	1%	3%	10%	-8%
Clc1ccc(C(c2nnnn2C2CCCCC2)N(Cc2cccnc2)Cc2ccco2)cc1 (stereo not given)	4.5%	·	·	·	-4%
O=C(c1ccc(S(=O)(=O)Nc2ccccc2)cc1)N1CCC1	1.6%	3%	-3%	-12%	2%
Nc1[nH]ncc1S(=O)(=O)c1ccccc1	i	-10%	-1%	-7%	-21%
CCOC(=O)NC(Nc1ccc(S(N)(=O)=O)cc1)(C(=O)OCC)C(F)(F)F (stereo not given)	1.0%	7%	-2%	-6%	3%

This is a random part of the collection; any-hit rate near 1.5%.
